Pf Dd2 inh: blocks in vitro growth of P. falciparum Dd2. P. falciparum Dd2 growth, SYBR Green, 72 h. Potency, µM (highest dose often 28.9 µM), for inactives: at the top dose activity, negative = inhibition, usual class: inhibitors. actives 4.3% (n = 120,000). AID 1347417; active = well fitted inhibition curve with a large enough effect; inconclusive = small, poorly fitted or top-dose-only effect; inactive = no such curve, though single readings can be large or run the other way;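 also: plate controls were DMSO vehicle for no effect and reference drug for full effect; nearly all actives have a fitted effect of over 65% in size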
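Infected erythrocytes (Dd2, 0.3% parasitemia, 2.5% hematocrit final) are added to compound in RPMI-1640/Albumax II medium, grown 72 h at 37C in low oxygen, then lysed with saponin/Triton-X containing SYBR Green and read by fluorescence.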
Starred values were filed as active, the others as inactive; i = inactive; ? = inconclusive; [ ] = remark or other dose. Potency is read from the fitted curve at half-maximal effect. Not all compounds are listed (hit frequency here may not be typical).

cpd	molecule	Pf Dd2 inh
1	CC(C)CCN1CCC2(CC1)C(=NC1CCCCC1)NC(=O)N2c1cccnc1	11.9%
2	CN1C(=O)Cc2cc(C(=O)N3C[C@@H](CO)[C@H](c4ccccn4)C3)ccc21	-16.7%
3	COCCn1ncc(N2CCC(C(=O)N3CCc4ccccc4C3)C2)cc1=O (stereo not given)	-0.7%
4	Cc1ncccc1C(=O)NCC12CCC=C1N(C)C(=O)CC2 (stereo not given)	-13.5%
5	Cc1ccc(C(=O)Nc2ccc3c(c2)n(C)c(=O)c(=O)n3C)cc1	?
6	CCc1ccc(NC(=O)NCC2CCOCC2)cc1	4.5%
7	Nc1c(-c2nc(-c3cccs3)no2)nnn1-c1ccccc1Cl	-10.8%
8	COc1cc(CN2CCN(c3ncc(F)cn3)CC2)cc(Cl)c1OC	-10.3%
9	COCCNC(=O)c1ccc(OC2CCN(Cc3ncc[nH]3)CC2)c(Cl)c1	-22.9%
10	O=C(c1cncc(F)c1)N1CCOCC2(CN(Cc3cc(F)cc(F)c3)C2)C1	-13.1%[44.1 µM]
11	COC(=O)c1scc(-c2ccc(C)cc2)c1S(=O)(=O)Nc1ccc(F)cc1F	4.3%
12	CCCN1C(C(=O)c2ccccc2)=C(OC(=O)c2ccc(F)cc2)c2ccccc2S1(=O)=O	?
13	COc1ccccc1N1CCCc2ncc(C(=O)N(C)Cc3ccccc3)cc21	?
14	COc1ccc(NC(=O)C2=NO[C@@H]3CN(Cc4ccc(F)cc4)C[C@H]23)cn1	?
15	CN1CCN(c2ccc(-c3cc4c(ccn4C)c(C(=O)NCCN4CCNC4=O)n3)cc2)CC1	?
16	COc1ccc(C2CC(=O)Nc3cc4c(cc32)OCO4)c(OC)c1 (stereo not given)	i
17	COc1cc(NC(=O)Cn2nc3n(c2=O)CCCCC3)cc(OC)c1	-10.0%
18	c1ccc(-c2cnc(Nc3cccnc3)c3c2CCO3)cc1	?
19	Cc1nc(-c2ccc(S(=O)(=O)NCc3ccc(OC(C)C)cc3)cc2)co1	5.1%
20	COc1ccc(N(Cc2cccs2)C(=O)Nc2cccc(Cl)c2)cc1	i
21	O=C(Nc1ccccc1)N1CCC(c2nn(-c3ccc(Cl)cc3)c(=O)[nH]2)CC1	i
22	CCOCCn1c(=O)[nH]c2cc(C(=O)NCCn3cnnc3)ccc21	-2.9%
23	CC(=O)N1CCc2c(sc3c2c(=O)n(Cc2ccccc2)c(=O)n3CC(=O)Nc2ccc(C)c(F)c2)C1	?
24	CC1=C[C@@H](CNC(=O)C(C)(C)C)[C@H](C(C)C)C[C@H]1CC(=O)N(C)Cc1cccnc1	?
25	Cc1nc(C)n(CCCn2ccnc2-c2cc3n(n2)CCCNC3)n1	-9.9%
26	Cn1c(C(=O)NCc2ccc(F)cc2)cc2cc(S(=O)(=O)N3CCCCC3)ccc21	?
27	Cc1cc(CN2CCC23Cc2ccccc2NC3=O)no1 (stereo not given)	9.8%[44.1 µM]
28	Cn1nccc1C(=O)N1CCCN(CCc2ccccc2)c2ccccc21	i
29	CCN1c2cc(C(=O)N3CCN(c4ccccc4F)CC3)ccc2C(=O)N2CCCCC21 (stereo not given)	i
30	Cc1nc(N2CCC(C(=O)NCCc3cccs3)CC2)cc(C(F)(F)F)n1	-13.3%
31	CCN1C(=O)CCN(C(=O)NCC(C)C)CC12CCOCC2	-5.1%
32	COCCn1ncc(N2CCCC(CC(=O)NCc3ccc(C)o3)C2)cc1=O (stereo not given)	?
33	COc1ccc(C(=O)N[C@@H]2CCC[C@@H]2C(=O)NCc2ccc(C(F)(F)F)cc2)cc1	12.8%
34	O=C(Cc1ccsc1)Nc1cnc(-c2ccccc2)nc1	-4.1%
35	COCCn1c(C)nnc1-c1cc(-c2ccccc2Oc2ccccc2)ccn1	i
36	O=C(NC[C@H]1Cn2c(-c3ccccc3)cnc2CO1)C1CCOCC1	4.3%[44.1 µM]
37	COCCNc1ncc(-c2cccc(N[S+](C)(=O)[O-])c2)c2c1OCC2	9.9%[44.1 µM]
38	Cc1cncc(C(=O)N[C@@H]2CN(S(C)(=O)=O)C[C@H]2CN(C)C)c1	32.1%
39	CCOc1ccc(N2CC(c3nc4ccccc4n3CCCOc3ccc(OC)cc3)CC2=O)cc1 (stereo not given)	4.3%
40	CCOCC(=O)N1Cc2ccccc2OC2(CCN(C(C)C)CC2)C1	i
41	Cc1cccc(CN2CCOc3c(O)cc(-c4ccccc4C)cc3C2)n1	8.91µM*
42	COc1ccc(C(=O)N2C[C@@H]3C[C@H](C2)c2c(NS(=O)(=O)c4cccs4)ccc(=O)n2C3)cc1	-8.6%
43	CCn1c(=O)c2cc(C(=O)N(C)c3cc(Cl)c(OC)cc3OC)sc2c2ccccc21	18.1%
44	CN1C(=O)COc2ccc(C(=O)N3CC(C)(C)[C@@](C)(O)C3)cc21	-8.8%
45	Cc1nnc(NC(=O)CSCc2cc(=O)c3ccccc3[nH]2)s1	80.6%[activator][5.79 µM]
46	COc1cc(NC(=O)CCc2c(C)nn(-c3ccc(N4CCOCC4)nn3)c2C)cc(OC)c1OC	1.6%
47	COc1ccccc1-c1cc(C(F)(F)F)nc(S(=O)(=O)CCCC(=O)Nc2ccc(F)c(Cl)c2)n1	50.2%[activator]
48	COc1ccccc1[C@@H]1CN(C(=O)CN2CCOCC2)C[C@H]1C(=O)O	3.5%
49	Cc1ccc(S(=O)(=O)N2CCCC(Cn3cnc4cccnc43)C2)c(C)c1 (stereo not given)	i
50	Cc1cc(F)ccc1OCC(=O)c1ccc2c(c1)N(C(C)C(=O)NCc1ccc(F)cc1)C(=O)CO2 (stereo not given)	i
51	CCS(=O)(=O)N1CC[C@H]2C(=O)NCCCCCCN(Cc3ccncc3)[C@@H]2C1	16.2%
52	Cc1ccc(C)c(NC(=O)NCc2ccc3c(c2)CCN3C(=O)c2ccccc2)c1	43.3%[activator]
53	COCCNC(=O)[C@H]1CN2CC[C@H]1C[C@@H]2Cn1cc(CC2CCCCC2)nn1	i
54	Cc1ccc(Cl)cc1-n1nnc(-c2nsc(NC(=O)c3ccccc3Cl)n2)c1C	6.9%
55	O=C1CN(C(=O)C2CCN(c3nc(-c4ccccc4)nc4c3CCC4)CC2)CCN1	?
56	CN(CCc1ccccc1)[C@@H]1[C@H](O)[C@H](CO)O[C@@H]1CNS(=O)(=O)c1cccs1	-9.8%
57	COCCCNC(=O)c1ccc(CN2C(=O)NC3(CCS(=O)(=O)CC3)C2=O)cc1	-1.9%
58	CCOC(=O)N1CCc2c(sc(NCc3sccc3C)c2C(=O)Nc2cc(Cl)ccc2OC)C1	-19.2%
59	CCOC(=O)CC1CCCCN1S(=O)(=O)c1cc(F)ccc1F (stereo not given)	-25.4%
60	Cc1cccc(OCc2cc(=O)n3c4c(sc3n2)CCCC4)c1C	i

Next part:
cpd	molecule	Pf Dd2 inh
61	O=C(C[C@H]1NC(=O)c2ccccc2NC1=O)NCCn1cnc2ccccc21	-19.5%
62	O=C(NC1CCCN(c2cc(-c3ccc(Cl)cc3)[nH]n2)C1)c1ccc(Br)o1 (stereo not given)	?
63	CCc1c(C)sc2c1CCN(Cc1ccc(F)cc1)C2c1ccccc1 (stereo not given)	3.16µM*
64	COc1ccc2c(c1)c(=O)c(S(=O)(=O)c1ccc(F)cc1)cn2Cc1ccccc1Cl	?
65	CN(C)CCNC(=O)CN1N=C(c2ccccc2)CCC1=O	39.0%[activator]
66	Cc1oc2ccc(O)c(CN(C)Cc3ccccc3)c2c1C(=O)Nc1ccccc1	1.12µM*
67	Cc1cc2nc3n(c(=O)c2n1CC(=O)Nc1cccc(C(F)(F)F)c1)CCCCC3	-23.4%
68	COc1ccc(OC)c(CNC(=O)Cc2ccc(NC(=O)N3CCCCc4ccccc43)cc2)c1	45.5%[activator]
69	Cc1noc([C@@H]2CN(CC3CCCCC3)C[C@H]2CO)n1	?
70	Oc1c(C(c2ccccc2)N2CCC(O)CC2)sc2nc(-c3ccco3)nn12 (stereo not given)	i
71	Cc1ccc(C(=O)NC2CCN(c3cc(C(F)(F)F)ncn3)CC2)cc1	?
72	Cc1cc(C(=O)NC2CC(c3nnc(CN(C)C)n3C)C2)c2c(C)noc2n1 (stereo not given)	-8.6%
73	COc1cc(Cl)c(NS(=O)(=O)c2ccc(-c3coc(C)n3)cc2)c(OC)c1	25.6%
74	N#Cc1ccccc1NC(=O)CSc1nc(-c2ccccc2)cc(C(F)(F)F)c1C#N	58.7%[activator]
75	COCCCNC(=O)c1ccc2c(c1)CC(=O)N2Cc1ccccc1	?
76	O=C(NCc1ccccc1)N[C@H]1CO[C@H]2[C@@H]1OC[C@@H]2n1cc(-c2ccccn2)nn1	-6.2%[44.1 µM]
77	CS(=O)(=O)N1C[C@H]2CCN(C(=O)c3cc(F)ccc3F)C[C@H]21	?
78	Cc1cccc2sc(N3CCN(C(=O)CS(=O)(=O)c4ccc(F)cc4)CC3)nc12	0.4%
79	COc1ccc(NC(=O)N2Cc3[nH]cnc3C[C@H]2c2nc(-c3ccc(C(F)(F)F)cc3)no2)cc1	-4.6%
80	CC(C)c1cc(C2CCCN2CCC(=O)Nc2ccc(C(N)=O)cc2)no1 (stereo not given)	-1.1%
81	Cc1ccc(S(=O)(=O)N(C)C2CCOc3ccccc32)cc1 (stereo not given)	?
82	COc1ccc(C)cc1NC(=O)CSc1nc(=O)n(Cc2ccccn2)c2c1CCC2	-18.2%
83	O=S(=O)(N[C@H]1[C@H](O)[C@H](O)C[C@@H]1c1ccc(C(F)(F)F)cc1)c1ccc(F)cc1	?
84	CC(=O)c1ccc(N2CCN(C(=O)c3cn(C)c(=O)c4c3c3ccccc3n4C)CC2)cc1	?
85	CC(C)CC(=O)N1CC[C@@H]2COCCN(C)[C@@H]2C1	-2.2%
86	CN(Cc1ccc(N2CCOCC2)cc1)C(=O)[C@H]1CN(Cc2ccccc2)C[C@H]1C(=O)O	-16.4%
87	O=C(COc1ccccc1)N1CC[C@H]2COC(=O)N2c2cc(F)ccc2C1	-4.5%[44.1 µM]
88	Cn1cc(C(=O)N2[C@H]3CC[C@@H]2c2cnc(-c4ccccc4)nc2C3)cn1	?
89	c1ccc(C2=NOC3(CCCN(Cc4ccsc4)C3)C2)nc1 (stereo not given)	-13.4%
90	COc1ccc(-n2nc(C3CCCN(C(=O)c4cccc(Cl)c4)C3)[nH]c2=O)cc1 (stereo not given)	i

In a second layout: 2 of the compounds above.
81: Cc1ccc(S(=O)(=O)N(C)C2CCOc3ccccc32)cc1 (stereo not given)
  Pf Dd2 inh = ?

65: CN(C)CCNC(=O)CN1N=C(c2ccccc2)CCC1=O
  Pf Dd2 inh = 39.0%[activator]

Pulled by compound from the entries so far:
cpd	molecule	Pf Dd2 inh
68	COc1ccc(OC)c(CNC(=O)Cc2ccc(NC(=O)N3CCCCc4ccccc43)cc2)c1	45.5%[activator]
74	N#Cc1ccccc1NC(=O)CSc1nc(-c2ccccc2)cc(C(F)(F)F)c1C#N	58.7%[activator]
73	COc1cc(Cl)c(NS(=O)(=O)c2ccc(-c3coc(C)n3)cc2)c(OC)c1	25.6%

The list continues.
cpd	molecule	Pf Dd2 inh
91	Cc1cc2nc3n(c(=O)c2n1CC(=O)Nc1cccc(Cl)c1)CCCC3	-24.5%
92	c1c(CN2CCCN(CCCN3CCCC3)CC2)nn2c1CNCC2	-5.0%
93	O=C(c1cccs1)N1[C@H]2CC[C@@H]1c1cnc(-c3ccc(F)cc3)nc1C2	i
94	COCCNC(=O)Cn1cc(S(=O)(=O)Cc2ccccc2Cl)c2ccccc21	7.6%
95	CN(C)C(=O)CCC[C@H]1NC[C@@H]2C[C@H]1CN(Cc1ccccc1)C2	-9.4%
96	O=C(O)CCn1ncc2cc(OCc3ccc(-c4cccc(CO)c4)cc3)ccc21	i
97	CCCCN1C(=O)[C@@H]2C[C@@H](O)CN2C2(CN(Cc3ccoc3)C2)C1=O	-17.9%[44.1 µM]
98	CC(C)c1ccc(CNC(=O)c2ccc(CN3C(=O)NC4(CCOCC4)C3=O)cc2)cc1	-1.6%
99	O=S(=O)(Nc1ccc(C(F)(F)F)cc1)c1ccc2c(c1)OCCO2	-14.7%
100	CCc1ccc(C(=O)c2cn(CC(=O)Nc3ccc4c(c3)OCCO4)c3ccc(CC)cc3c2=O)cc1	?
101	O=C(c1ccc[nH]1)N1CCC(n2cc(-c3nc(C4CC4)no3)nn2)C1 (stereo not given)	?
102	COc1ccccc1NC(=O)c1c(C)cc(C)nc1SCC(=O)Nc1ccc(C)cc1	14.5%
103	CN1CCN(Cc2cccc(OC(F)F)c2)CC1CCO (stereo not given)	-18.7%
104	CSc1ccc(NC(=O)c2cc(-c3ccc[nH]3)n[nH]2)cc1	12.6µM*
105	CC(C)c1noc(-c2cccn3c(CNC(=O)C4CCCC4)nnc23)n1	i
106	Nc1c(C(=O)Nc2ccc(F)cc2)sc2nc(-c3cccs3)cc(C(F)(F)F)c12	?
107	Cc1nc(=O)[nH]c(C)c1CCC(=O)N[C@H](c1ccccn1)C1CC(O)C1 (stereo not given in full)	-21.7%
108	CC(C)NC(=O)Nc1ccc2c(c1)N(C)C(=O)c1ccccc1S2	3.8%
109	CCCSc1nc(=O)c2c(n1C)NC(=O)CC2c1cccc(F)c1F (stereo not given)	-2.6%
110	COc1cc(OC)cc(C(=O)NCC2CCCN(C(=O)c3oc(C)cc3C)C2)c1 (stereo not given)	-0.4%
111	O=C(COc1ccc(F)cc1)NC1CCN(c2cn[nH]c(=O)c2)CC1	?
112	Cc1noc(C)c1S(=O)(=O)Nc1ccc(C(=O)Nc2ccc(Br)cc2)cc1	-20.1%
113	CCCN1CCC2(Cc3ccccc3CN(C(=O)C(C)C)C2)C1 (stereo not given)	8.91µM*
114	COc1ccc(C(=O)N2CCCC(C(=O)NCc3ccccc3)CCNC(=O)CC2)c(OC)n1 (stereo not given)	i
115	COc1cccc(C(=O)Nc2ccc3nc(SCCOc4ccccc4)sc3c2)c1	?
